# TNF death inh – inhibitors of TNF-alpha triggered necroptosis, primary screen, cell-based, Jurkat FADD-/-, single concentration | Jurkat FADD-/- TNF necroptosis rescue, ATP luminescence, 24 h; 0 = TNF only, 100 = no-TNF cells | activation (protection from cell death), % at 10 µM | hit rate 0.068% among 220,000 | AID 463075, 2010;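 active means activation, meaning protection from cell death, of at least 50% relative to plate controls; inactive means activation below 50%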;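 further: necroptosis triggered by 40 ng/mL TNF-alpha added together with compound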
# Rad51 HR inh – human RAD51 strand exchange inhibitors, primary screen, biochemical, fluorescence; DNA repair protein RAD51 homolog 1 (Homo sapiens), Q06609; hRad51 DNA strand exchange, fluorescence dequenching; inhibition, % at 10 µM; hit rate 0.085% among 200,000; AID 1385, 2008;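 active means inhibition above 40% at the single screening dose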;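 further: 0% = DMSO control wells and 100% = blanks with heterologous ssDNA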
# Target sequence (Q06609 whole entry, looked up): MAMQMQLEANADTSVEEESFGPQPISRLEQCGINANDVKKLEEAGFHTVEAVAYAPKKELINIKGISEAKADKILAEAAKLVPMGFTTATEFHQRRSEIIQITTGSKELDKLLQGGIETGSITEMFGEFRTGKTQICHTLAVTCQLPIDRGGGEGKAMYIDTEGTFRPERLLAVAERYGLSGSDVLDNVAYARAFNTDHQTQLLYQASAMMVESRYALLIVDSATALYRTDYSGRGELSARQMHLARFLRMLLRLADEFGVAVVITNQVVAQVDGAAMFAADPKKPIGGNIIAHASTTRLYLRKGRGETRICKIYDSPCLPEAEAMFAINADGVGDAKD
#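 Test system: preformed human Rad51 ssDNA filaments; also added: Donor/quencher-labelled 47-bp dsDNA substrate; doses: 10 µM final, single point; times: 37 °C 15-min filament assembly, 30-min compound preincubation, 15-min exchange; detection: FRET fluorescence dequenching, excitation 485 nm, emission 520 nm; read-out basis: Fluorescence-based percent inhibition, control- and blank-normalised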
# Hck-Nef inh – inhibitors of Nef-activated human Hck kinase, primary screen, biochemical, Z-Lyte FRET, 384-well, Hck-YEEI; inhibition, % at 20 µM; hit rate 0.68% among 220,000; Recombinant Hck-YEEI plus Nef, Z-Lyte FRET kinase assay; Tyrosine-protein kinase HCK (Homo sapiens), P08631;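 active means Hck-Nef kinase inhibition above about 50%, limit read from the data; inactive means inhibition below that limit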;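 further: 0% = DMSO with Hck plus Nef and 100% = Hck alone without Nef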
# Target sequence (P08631 whole entry, looked up): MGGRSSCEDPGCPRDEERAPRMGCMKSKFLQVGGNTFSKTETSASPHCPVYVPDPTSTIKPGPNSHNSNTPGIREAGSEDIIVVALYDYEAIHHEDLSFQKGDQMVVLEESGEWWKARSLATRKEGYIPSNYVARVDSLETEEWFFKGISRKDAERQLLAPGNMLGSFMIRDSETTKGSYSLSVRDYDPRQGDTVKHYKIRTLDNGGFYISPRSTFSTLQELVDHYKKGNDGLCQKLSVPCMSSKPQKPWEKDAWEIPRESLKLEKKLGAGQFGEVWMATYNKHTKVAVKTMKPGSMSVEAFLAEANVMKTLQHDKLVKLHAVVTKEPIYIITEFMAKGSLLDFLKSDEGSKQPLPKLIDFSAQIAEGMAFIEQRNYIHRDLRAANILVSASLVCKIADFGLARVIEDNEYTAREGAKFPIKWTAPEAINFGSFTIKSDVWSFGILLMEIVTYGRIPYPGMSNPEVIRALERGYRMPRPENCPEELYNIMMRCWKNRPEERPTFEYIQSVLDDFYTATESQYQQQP
# FXIa inh – human FXIa protease inhibitors, primary screen, biochemical, 1536-well; inhibition, % at 5 µM; hit rate 0.14% among 220,000; Coagulation factor XI (Homo sapiens), P03951; AID 798, 2007; purified FXIa, Boc-Glu-Ala-Arg-AMC fluorogenic substrate;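 active means inhibition of at least 40%; inactive means inhibition below 40%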;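 further: fluorescence of freed AMC excited at 355 nm; 0% = enzyme without compound and 100% = no enzyme blank; many of its hits are not listed in these tables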
# zVAD death inh – inhibitors of zVAD-triggered necroptosis, primary screen, L929 cells | hit rate 0.38% among 220,000 | L929 zVAD necroptosis rescue, ATP luminescence, 24 h; with zVAD 60 µM | AID 1377, 2008 | viability rescue, % at 10 µM;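 active means activation, scaled between plate controls, above about 75%, limit read from the data; inactive means activation under that limit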;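 further: 0% = zVAD with DMSO and 100% = DMSO alone without zVAD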
# KLK5 inh – human KLK5 protease inhibitors, primary screen, biochemical, 1536-well. AID 873, 2007. recombinant hK5, fluorogenic AMC substrate cleavage. Kallikrein-5 (Homo sapiens), Q9Y337. hit rate 0.59% among 210,000. inhibition, % at 5 µM;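 active means inhibition of 40% or more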;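 further: 0% = enzyme controls without compound and 100% = no-enzyme blanks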
# Target sequence (Q9Y337 67-293 limits assumed): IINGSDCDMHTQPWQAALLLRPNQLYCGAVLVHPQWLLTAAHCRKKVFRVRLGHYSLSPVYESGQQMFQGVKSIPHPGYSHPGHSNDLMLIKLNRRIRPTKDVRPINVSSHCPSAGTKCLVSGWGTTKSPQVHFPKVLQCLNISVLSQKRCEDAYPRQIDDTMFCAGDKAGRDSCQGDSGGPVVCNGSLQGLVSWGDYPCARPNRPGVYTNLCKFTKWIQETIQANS
# Thrombin inh – human alpha-thrombin inhibitors, primary screen, counter-screen for coagulation protease inhibitor project, biochemical, 1536-well, fluorogenic AMC substrate; Prothrombin (Homo sapiens), P00734; Boc-VPR-AMC fluorogenic substrate cleavage; inhibition, % at 5 µM; hit rate 0.26% among 220,000;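 active means inhibition at or above 40%; inactive means inhibition below 40%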;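 further: 0% = enzyme with no compound and 100% = wells without enzyme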
#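 Material: human alpha-thrombin protein; Also added: Boc-VPR-AMC substrate, 15 µM final; Timing: enzyme reaction carried out at room temperature; Signal: fluorescence, ex 355 nm, em 460 nm; Measure: % inhibition of thrombin; Controls: enzyme without compound as high, wells lacking enzyme as low.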
# FXIIa inh – human FXIIa protease inhibitors, primary screen, biochemical, 1536-well | Coagulation factor XII (Homo sapiens), P00748 | hit rate 0.3% among 220,000 | purified FXIIa, Boc-QGR-AMC fluorogenic substrate, 2 h | inhibition, % at 5 µM; in the data active means inhibition above about 40%;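 further: 0% = enzyme with no compound and 100% = blank without enzyme; many of its hits are not listed in these tables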
# Cl transport mod – KCC2 cotransporter modulators, thallium flux, primary screen, cell-based, HEK293 KCC2, FluoZin-2 fluorescence, MLSMR. hit rate 2.2% among 190,000. KCC2 cells, thallium flux FluoZin-2 fluorescence. AID 1456, 2008. B-score of Tl+ flux slope (higher = more flux/activation; lower = inhibition) at 10 µM;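 active means thallium flux slope and its plate-corrected score both differing from the plate sample mean at a set confidence after two filtering rounds, in either direction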;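 further: slope of fluorescence scaled to starting intensity during 10 to 20 s after thallium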
# Numbers without * were called inactive; . = no result given. These rows are one share of the data; count on the stated rates, not on these rows.
no.	SMILES	TNF death inh	Rad51 HR inh	Hck-Nef inh	FXIa inh	zVAD death inh	KLK5 inh	Thrombin inh	FXIIa inh	Cl transport mod
1	COc1ccc(CCN2C(=O)NC(NC(=O)CCc3ccccc3)(C(F)(F)F)C2=O)cc1OC (stereo unspecified)	0.8	1	-2	-6	-0.4	-15	-5	-6	-0.16
2	Cc1csc(NC(=O)CSc2nc(C(C)C)nc3c2c(=O)n(C)c(=O)n3C)n1	-4.9	-5	8	0	-0.3	4	2	0	.
3	Cc1nn(C)c(Oc2ccccc2)c1[N+](=O)[O-]	1.3	-28	7	-6	0.3	-4	-2	2	0.58
4	Cc1cccc(NC(=O)CSc2nc(COc3ccccc3)nc3ccccc23)c1C	-1.6	6	60*	3	0.4	5	0	8	1
5	CCOc1ccccc1NC(=O)c1cc(C(=O)c2cc(Br)ccc2O)coc1=N	-0.9	1	18	-3	2.1	20	-10	3	0.6
6	O=C(NCCCN1CCN(c2cccc(Cl)c2)CC1)c1nc(-c2ccncc2)no1	2.0	1	-1	1	-1.3	-4	2	10	-0.67
7	N#CC1=C(N)N(c2ccccc2)C2=C(C(=O)CCC2)C1c1cccs1 (stereo unspecified)	4.2	-5	0	9	-0.2	-9	6	30	.
8	Cc1ccc2c(c1)-c1[nH]c(=S)ncc1CS2	-5.8	36	-7	-4	1.5	-3	7	4	5.1
9	COc1ccc(C(C)=O)cc1COC(=O)c1cnc(Cl)c(Cl)c1	-8.6	.	20	4	1.0	5	2	7	-1.8
10	O=C(O)CCNS(=O)(=O)c1ccc2c(c1)OCCCO2	-0.4	-6	-16	13	-1.8	-2	17	6	1.5
11	CCNC(=O)c1ccc(C2SCC(=O)N2Cc2ccco2)cc1 (stereo unspecified)	0.0	0	0	0	0.8	-9	4	18	-1.5
12	CCC[C@@H]1C[C@@]1(CCC)[C@@H](NC(=O)c1ccccc1)c1ccc(C(=O)OC)cc1	1.6	0	-5	6	0.3	-2	0	11	-0.1
13	COc1cccc(CNC(=O)c2nnn(-c3ccc(OC(F)(F)F)cc3)c2N)c1	-1.7	1	10	1	-0.4	-1	3	15	1.3
14	Cc1nn(-c2ccccc2)c(N2CCCC2)c1/C=N/NC(=S)Nc1cc(C(F)(F)F)ccc1Cl	3.1	-9	-1	1	1.3	2	-3	6	0.38
15	CC(C)CC(=O)N1CCC(N2CCN(c3ccccc3)CC2)CC1	-2.6	2	0	3	0.3	-14	1	6	0.39
16	COc1ccccc1OCCc1nnc(N)s1	1.3	1	2	0	1.7	1	6	14	.
17	COc1ccc2nc(NCCO)[nH]c2c1	1.0	7	0	9	0.3	3	4	18	.
18	CCc1cc2c(=O)c(-c3ccc4c(c3)OCCO4)coc2cc1OC(=O)c1ccco1	-3.0	-7	2	6	0.6	-18	1	14	.
19	Cc1ccccc1CNC(=O)c1ccccc1	0.9	-8	0	1	-0.7	-1	-5	11	.
20	Cc1nn(Cc2ccc(F)cc2)c(C)c1NC(=O)c1cccnc1Cl	1.4	2	9	6	1.2	7	1	14	0.72
21	CNC(=O)c1sc(-c2ccccc2)nc1C	-3.0	8	4	-2	0.0	-8	-8	16	-0.22
22	Cc1ccc(-c2cc(C(=O)Nc3cc(C)on3)c3ccccc3n2)cc1	2.8	.	0	0	0.6	-3	-2	3	-0.047
23	O=C(COC(=O)/C=C/c1cccs1)NC1CC1	0.4	17	21	0	4.5	5	1	10	0.36
24	COc1ccc(-c2ccc3ccccc3n2)cc1	-0.9	-72	-7	-4	1.4	-11	1	2	-0.25
25	Cc1ccc(S(=O)(=O)N/N=C\c2ccc(Cl)c([N+](=O)[O-])c2)cc1	-12	-5	4	-8	-0.3	-1	-9	-9	.
26	O=C(O)c1cc(N/N=C/c2cccs2)ccc1Cl	-0.4	11	-1	-5	1.3	-21	2	-5	-0.2
27	C=CCN1C(=O)/C(=C2\SC(N3CCOCC3)=NC2=O)c2cc(Br)ccc21	-3.7	2	2	13	-0.3	14	10	20	-0.074
28	O=C(N/N=C/C1CC=CCC1)c1cc2ccccc2cc1O (stereo unspecified)	0.3	6	0	5	0.5	-45	-3	18	4.4*
29	COc1cccc(NS(=O)(=O)c2ccc3[nH]cc(C(=O)NCCN4CCOCC4)c(=O)c3c2)c1	-1.9	.	-1	-11	1.1	11	-4	-5	-0.00061
30	O=C(Nc1nc2ccccc2[nH]1)c1ccccc1	0.0	5	-3	5	0.7	-12	4	15	0.14

# Later entries
no.	SMILES	TNF death inh	Rad51 HR inh	Hck-Nef inh	FXIa inh	zVAD death inh	KLK5 inh	Thrombin inh	FXIIa inh	Cl transport mod
31	CC(NC(=O)/C(=C/c1ccc2c(c1)OCO2)NC(=O)c1cccc([N+](=O)[O-])c1)C(=O)O (stereo unspecified)	0.9	19	20	-2	1.6	-1	-1	3	0.37
32	CC(=O)Nc1ccc(-c2nnc(SCc3ccccc3C#N)n2C)cc1	1.0	-1	1	5	0.2	-25	4	5	-0.012
33	O=C(NC1CCCCCCC1)c1ccc2c(c1)N(Cc1ccc(F)cc1)C(=O)CS2=O (stereo unspecified)	-7.1	-6	-1	2	-0.1	2	-22	-3	-1.1
34	COc1ccc(OC)c(NC(=O)C2COc3ccccc3O2)c1 (stereo unspecified)	-2.2	6	3	-11	0.3	-4	1	9	-0.095
35	CC(C)N(Cc1ccccc1)CC(O)COc1ccc(S(=O)(=O)N2CCOCC2)cc1Cl (stereo unspecified)	2.9	2	-3	-1	0.8	-5	1	3	1
36	CN(Cc1ccccc1)C(=O)C1CCN(Cc2ccc(F)cc2)CC1	6.7	0	-15	-1	1.0	-4	-8	-1	-1.6
37	COc1cc(C(=O)Oc2c(CN3CCOCC3)cc(Cl)c3cccnc23)cc(OC)c1OC	-12	.	0	4	8.4	-112	0	15	1.1
38	O=C(C/C=N\OCc1ccc([N+](=O)[O-])cc1)Nc1ccc(Br)cc1	0.5	24	-10	-5	0.8	-8	-1	4	0.067
39	O=C(CSc1nc(-c2ccc(Cl)cc2)cs1)Nc1cccc([N+](=O)[O-])c1	-0.1	6	1	2	-0.3	-2	-17	10	0.31
40	CCOc1ccc(Nc2nc(Cc3nnc(SCC(N)=O)o3)cs2)cc1	1.1	-1	1	6	4.1	-30	3	6	-1
41	CCC(=O)N1CCc2cc(S(=O)(=O)NCCC(=O)N3CCN(Cc4ccccc4)CC3)ccc21	-6.4	0	2	5	-0.4	-20	1	19	-0.98
42	COc1ccc(OC)c(NC2=NC3(CCCCC3)N=C(N)N2)c1	-0.4	6	-1	4	0.0	-9	1	10	0.23
43	Clc1cc2c(c(Cn3cnc4ccccc43)c1)OCOC2	-0.8	5	-1	15	0.5	2	-2	21	-0.59
44	Cc1occc1-c1nnc(SCC(=O)Nc2ccc3c(c2)OCO3)n1CC1CCCO1 (stereo unspecified)	0.8	7	0	-1	0.5	-23	-6	6	.
45	COc1ccccc1NC(=O)CN1CCN(CC(=O)Nc2ccc(OCc3ccccc3)cc2)CC1	-6.2	-1	1	-4	41	-7	-4	5	.
46	COCc1cc(C)nc(OCC(=O)N/N=C/c2cccc(OC)c2)c1C#N	-3.2	-6	0	-9	0.1	-20	-21	8	0.033
47	C=CCn1c(N)c(C(=O)NCC2CCCO2)sc1=S (stereo unspecified)	0.8	5	0	23	-0.2	5	9	19	0.099
48	CCOC(=O)c1nnn(CC(=O)N2N=C(c3cc(C)ccc3C)CC2c2ccc(OC)cc2)c1C(=O)OCC (stereo unspecified)	2.9	3	1	7	0.6	-3	-5	5	-0.34
49	Cc1ccc(S(=O)(=O)N2CCN(Cc3ccccn3)CC2)cc1	0.0	9	27	-1	0.2	16	-6	7	.
50	C=CCc1ccccc1OCC(O)CN(CC)CC (stereo unspecified)	1.7	0	0	5	0.1	-10	5	22	.
51	OCCN(CCO)c1ncnc2c1sc1nc(N3CCOCC3)c3c(c12)CCCC3	-5.6	3	1	-7	0.0	35	-7	5	-0.56
52	COc1ccc(OC)c(CN2CCC(CO)(CCOc3ccccc3)CC2)c1	0.5	-17	-14	-1	-1.3	.	-4	3	.
53	O=C(OC(C(=O)NC1CCCCC1)c1ccccn1)c1cccs1 (stereo unspecified)	-1.0	-1	0	0	-0.4	2	-3	12	-0.23
54	N#CCC(=O)Nc1ccc(C(=O)OCC(=O)Nc2cccc(C(F)(F)F)c2)cc1	1.8	4	-7	-4	22	-3	-6	3	-0.36
55	Cc1cccc(N2CCN(S(=O)(=O)c3c(C)[nH]c(=O)[nH]c3=O)CC2)c1C	-1.2	-7	1	-3	-0.3	-3	0	10	.
56	Cc1cccc(NC2=Nc3ccccc3N3C2=Nc2c(c(C)nn2-c2ccccc2)C3c2ccc(O)c(O)c2)c1 (stereo unspecified)	-9.9	1	0	16	-0.2	-2	3	6	0.69
57	CCS(=O)(=O)c1ccc2oc(Nc3ccc(C(C)(C)C)cc3)nc2c1	0.0	-366	-1	-2	68	13	-4	17	0.18
58	CC(C)CN(C(=O)CN1CCN(c2ccc(O)cc2)CC1)c1c(N)n(CC(C)C)c(=O)[nH]c1=O	1.5	.	5	4	1.2	-7	-4	8	1.2
59	C=COCCNC(=S)N1CCOCCOCCN(C(=S)NCCOC=C)CCOCCOCC1	-1.2	.	17	-6	-0.6	-2	-5	7	-0.1
60	CCOc1ccc(C(=O)NCCCN(CC)CC)cc1	2.7	3	-2	-6	0.0	1	-4	-3	0.99

# New compounds follow.
no.	SMILES	TNF death inh	Rad51 HR inh	Hck-Nef inh	FXIa inh	zVAD death inh	KLK5 inh	Thrombin inh	FXIIa inh	Cl transport mod
61	Cc1ccc(OCC(=O)Nn2cnnc2)c(Br)c1	-0.6	3	6	8	0.7	-11	1	18	-0.017
62	CC(C)CCNc1nnnc2c1sc1nc(N3CCOCC3)c3c(c12)CC(C)(C)SC3	-1.1	-6	0	1	-0.4	20	-3	9	0.1
63	O=C(OC(C(=O)NC1CCCCC1)c1ccccc1)c1ccco1 (stereo unspecified)	13	-4	12	3	0.6	-38	0	7	-0.38
64	CC(C)CNS(=O)(=O)c1ccc(CCC(=O)O)cc1	-0.4	5	8	8	0.0	-5	0	16	-0.097
65	Cc1ccc(C(=O)N/C(=C\c2cccnc2)c2nc3ccccc3[nH]2)cc1	2.0	-11	-1	3	0.6	6	-1	2	0.42

# Quoted at random: two entries already listed.
no.	SMILES	TNF death inh	Rad51 HR inh	Hck-Nef inh	FXIa inh	zVAD death inh	KLK5 inh	Thrombin inh	FXIIa inh	Cl transport mod
64	CC(C)CNS(=O)(=O)c1ccc(CCC(=O)O)cc1	-0.4	5	8	8	0.0	-5	0	16	-0.097
61	Cc1ccc(OCC(=O)Nn2cnnc2)c(Br)c1	-0.6	3	6	8	0.7	-11	1	18	-0.017

# High-throughput results from PubChem BioAssay.
